# High-throughput results: PubChem BioAssay, The Scripps Research Institute Molecular Screening Center
# GPR151 activ = activators of human GPR151, primary screen, cell-based, PathHunter beta-arrestin, luminescence | G-protein coupled receptor 151 (Homo sapiens), Q8TDV0 | PathHunter beta-arrestin GPR151 cells | activation, % at 11.2 µM | actives 1% (n = 650,000); in the data active = activation above about 4.9%;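 also: 0% = median of compound wells and 100% = cells with positive control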
# FBW7 activator = FBW7 E3 ligase activators, primary screen, biochemical, AlphaScreen, human; F-box/WD repeat-containing protein 7 (Homo sapiens), Q969H0; AlphaScreen FBW7–phospho-cyclin E peptide binding, activator screen; normalized activity (activation), % at 26.1 µM; actives 0.13% (n = 650,000); AID 1259310, 2017; in the data active = normalized activity above about 1.9%;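 also: purified mutant Fbw7 with reduced substrate affinity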
# Target sequence (Q969H0 whole entry, looked up): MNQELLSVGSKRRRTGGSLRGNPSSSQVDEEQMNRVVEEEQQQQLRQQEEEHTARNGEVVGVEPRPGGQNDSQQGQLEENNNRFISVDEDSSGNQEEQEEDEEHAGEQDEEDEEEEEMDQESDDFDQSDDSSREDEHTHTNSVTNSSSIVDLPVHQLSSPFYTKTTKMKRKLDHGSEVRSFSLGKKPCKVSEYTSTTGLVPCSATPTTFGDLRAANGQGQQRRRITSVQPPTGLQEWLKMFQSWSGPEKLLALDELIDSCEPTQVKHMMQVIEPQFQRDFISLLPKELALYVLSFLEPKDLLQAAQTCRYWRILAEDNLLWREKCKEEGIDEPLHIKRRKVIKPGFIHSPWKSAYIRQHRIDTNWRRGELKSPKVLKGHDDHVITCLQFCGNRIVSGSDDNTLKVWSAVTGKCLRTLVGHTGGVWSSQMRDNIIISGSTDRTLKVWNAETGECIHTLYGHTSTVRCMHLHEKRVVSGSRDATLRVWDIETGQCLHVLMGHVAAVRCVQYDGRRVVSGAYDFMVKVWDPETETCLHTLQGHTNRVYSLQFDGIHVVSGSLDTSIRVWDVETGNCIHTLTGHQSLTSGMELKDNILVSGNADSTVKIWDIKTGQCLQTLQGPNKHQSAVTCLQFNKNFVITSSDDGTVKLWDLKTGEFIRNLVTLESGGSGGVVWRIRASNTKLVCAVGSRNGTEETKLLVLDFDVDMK
# MITF inh = MITF inhibitors, primary screen, biochemical, AlphaScreen, human; Microphthalmia-associated transcription factor (Homo sapiens), O75030; AlphaScreen MITF homodimerization, bead proximity signal; inhibition, % at 2.6 µM; actives 0.91% (n = 650,000); AID 1259374, 2018; in the data active = inhibition above about 50%;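 also: 0% = vehicle wells with protein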
# TEAD-YAP block = TEAD-YAP interaction inhibition, primary screen, TEAD-YAP interaction inhibitor project, luminescence, HEK-TIYL cells. TEAD-Gal4/YAP UAS-luciferase luminescence. inhibition, % at 9.12 µM. actives 1.4% (n = 640,000); in the data active = inhibition above about 32%;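 also: 0% = median of test compound wells and 100% = reference inhibitor wells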
# Starred values were filed as active, the others as inactive.
SMILES	GPR151 activ	FBW7 activator	MITF inh	TEAD-YAP block
CCCCCn1c(SCc2cccc(F)c2)nc2cc(C(=O)N3CCC(C(N)=O)CC3)ccc2c1=O	0.7	-0.1	-19	14
C=C1C=CC(C(C)(C)OC(=O)c2cc([N+](=O)[O-])cc([N+](=O)[O-])c2)CC1 (stereo not given)	1.3	-0.1	4	10
CC(Cl)/C=C/CSN1C(=O)c2ccccc2C1=O (stereo not given)	0.3	-0.2	4	0
O=C1CCCN2N=C(SCC(=O)Nc3cccc(Cl)c3)SC2=N1	0.3	0.4	-1	16
Cc1cc(C)c2nc(NC(=O)c3ccc(C)c([N+](=O)[O-])c3)sc2c1	0.3	0.0	12	4
COc1cc(OC)nc(-c2ccc(NC(=O)NS(=O)(=O)c3ccc(C)cc3)cc2)n1	3.2	0.0	7	0
CCc1ccc(-c2csc(NCc3ccco3)n2)cc1	0.9	-0.2	6	10
O=C1CC(/C=C/c2ccco2)=Nc2ccccc2N1	-1.2	0.0	-6	-6
CN1C(=O)NC(=O)/C(=C/c2ccc(-c3ccc([N+](=O)[O-])cc3Cl)o2)C1=O	-0.7	-0.3	20	9
COc1cc(C(=O)NC(=S)Nn2cnnc2)cc(OC)c1OC	0.5	0.1	-6	2
Brc1cccc(COc2ncnc3sccc23)c1	0.1	0.0	-4	4
Cc1ccc(NC(=O)c2sc3nc4c(cc3c2N)CCC4)cc1	-0.1	0.9	7	-82
CCCNC(=O)CCc1nnc2ccc(N3CCCCC3)nn12	-0.3	-0.1	-4	0
COCCCNC(=O)C1CC(=O)N(CCc2ccc(OC)c(OC)c2)C1 (stereo not given)	-0.4	-0.1	4	6
CCc1ccccc1NC(=O)c1cc(S(=O)(=O)NCc2ccccc2)ccc1F	0.2	0.4	9	14
COc1ccc(OC)c(-c2cc(C(=O)NC(C)c3ccccc3)no2)c1 (stereo not given)	0.8	-0.1	-9	-18
O=C(CCN1CCN(c2ccccc2)CC1)N1N=C(c2ccc(Br)cc2)CC1c1ccc(Br)cc1 (stereo not given)	-0.5	0.1	7	-11
Cc1ccc(/C(O)=C2/C(=O)C(=O)N(Cc3cccnc3)C2c2cccnc2)cc1 (stereo not given)	-0.5	0.5	22	4
O=C(/C=C/c1ccc(Cl)cc1)NCCCn1ccnc1	0.2	-0.1	5	-19
Cc1ccc2oc(-c3cc(NC(=O)c4ccc(Cl)cc4Cl)ccc3O)nc2c1	1.2	0.0	-4	-3

# Complete entries, looked up by structure.
# Shown for CN1C(=O)NC(=O)/C(=C/c2ccc(-c3ccc([N+](=O)[O-])cc3Cl)o2)C1=O → GPR151 activ: -0.7; FBW7 activator: -0.3; MITF inh: 20; TEAD-YAP block: 9
# Shown for COc1cc(OC)nc(-c2ccc(NC(=O)NS(=O)(=O)c3ccc(C)cc3)cc2)n1 → GPR151 activ: 3.2; FBW7 activator: 0.0; MITF inh: 7; TEAD-YAP block: 0
# Shown for CCc1ccccc1NC(=O)c1cc(S(=O)(=O)NCc2ccccc2)ccc1F → GPR151 activ: 0.2; FBW7 activator: 0.4; MITF inh: 9; TEAD-YAP block: 14

# Part of the list above in order of molecular weight, highest first.
SMILES	GPR151 activ	FBW7 activator	MITF inh	TEAD-YAP block
CCc1ccccc1NC(=O)c1cc(S(=O)(=O)NCc2ccccc2)ccc1F	0.2	0.4	9	14
Cc1ccc(/C(O)=C2/C(=O)C(=O)N(Cc3cccnc3)C2c2cccnc2)cc1 (stereo not given)	-0.5	0.5	22	4
CCc1ccc(-c2csc(NCc3ccco3)n2)cc1	0.9	-0.2	6	10

# (list continues)
SMILES	GPR151 activ	FBW7 activator	MITF inh	TEAD-YAP block
COc1ccc([C@@H]2C[C@H](OC(=O)c3cccnc3)C(=O)N2C)cc1	-0.1	-0.1	-1	5
O=C(COc1ccccc1)NCc1nnc2n1CCN(Cc1ccnc3ccccc13)CC2	2.0	0.0	-1	-13
N#CC1=C(N)N(c2sc3c(c2C#N)CCCC3)C2=C(CCC2)C1(C(F)(F)F)C(F)(F)F	-0.8	0.2	6	3
O=C(Cn1nnc(-c2ccccc2-n2cnnn2)n1)N1CCCCC1	0.4	0.6	4	0
Cc1ccc(C)c(NC(=O)CSc2ccc3nnc(-c4ccncc4)n3n2)c1	3.3	0.2	3	1
CCc1c(C#N)c(N)nc(SCC(=O)c2cc3ccccc3oc2=O)c1C#N	9.9*	-0.1	1	0
CC(=O)c1cccc(NC(=O)CSc2nnc3ccc(-c4ccc5c(c4)OCO5)nn23)c1	0.8	0.0	8	-2
O=C(CN(Cc1ccc(Br)cc1)S(=O)(=O)c1ccccc1)N1CCN(c2ccccc2)CC1	3.4	1.0	9	-11
O=C(Nc1ccc(S(=O)(=O)Nc2ccccn2)cc1)c1ccccc1[N+](=O)[O-]	-0.6	0.1	17	5
NC(=O)c1ccccc1N=Cc1ccc(Cl)c([N+](=O)[O-])c1	0.4	-0.1	0	4
c1ccc(CN2CCC(Nc3nc(-c4cccs4)nc4c3ncn4C3CCCCC3)CC2)cc1	1.1	-0.2	15	0
CCN(CC)C(=O)C1CCCN(c2nc3ccc(C(=O)NCCCN4CCCC4=O)cc3s2)C1 (stereo not given)	-1.1	-0.1	0	-15
COc1ccc(NC2=CC(=O)NC2)cc1	-0.7	0.2	10	-5
O=[N+]([O-])c1cc2c3c(c1)C1C=CCC1C(c1ccc(F)cc1)N3CC1CC=CC21 (stereo not given)	1.9	0.1	11	9
CC(C)(C)c1ccc(S(=O)(=O)N2CCc3nc4ccccc4c(C(=O)O)c3C2)cc1	-0.4	-0.1	51*	-5
COC(=O)c1ccc(NC(=O)c2cc(=O)c(OC)cn2C)cc1	1.1	-0.1	-6	-8
Cc1ccc(N2C(=O)N(CC(=O)Nc3ccccc3C#N)C(=O)C2C)cc1 (stereo not given)	-0.5	-0.1	-2	6
CCOc1ccc2nc(SCC(=O)N3Cc4ccccc4CC3C(=O)O)sc2c1 (stereo not given)	0.7	-0.1	2	-7
CCN1CCc2c(sc(NC(=O)C3CCCCC3)c2C(N)=O)C1	-0.9	-0.1	-13	-4
CCOC(=O)c1c(C)oc2ccc(NS(=O)(=O)c3ccc(Br)cc3)cc12	-0.4	-0.3	-5	-9

# (listing goes on)
SMILES	GPR151 activ	FBW7 activator	MITF inh	TEAD-YAP block
COC(=O)c1c(C)oc2ccc(OC(C)C(=O)OC)cc12 (stereo not given)	0.6	-0.2	5	4
CCn1c(/C(C#N)=C/c2c(F)cccc2Cl)nc2ccccc21	0.3	0.0	4	-1
Cc1ccc(O)c(-c2cc(C(F)(F)C(F)F)on2)c1	2.1	0.0	-4	-6
COc1ccc(OCC(O)CNCC(O)c2ccccc2)c(C(C)(C)C)c1 (stereo not given)	-2.1	0.0	33	4
Cc1ccc2c(c1)cc(CN(C(=O)c1cccnc1)C1CCCC1)c1nnnn12	0.7	0.0	3	-4
NC(=O)c1ccc(Cl)c(NC(=O)/C=C\C(=O)O)c1	0.2	-0.1	-3	-4
COc1cccc(-n2c(=S)sc3c(=O)n(-c4ccccc4)c(SCC4CCCO4)nc32)c1 (stereo not given)	0.9	-0.1	2	3
CCN1CCN(c2cc(C)c3cc(NC(=O)c4ccc(C(C)(C)C)cc4)ccc3n2)CC1	-2.1	0.0	-3	-11
CC(C)(C)c1csc2ncc(C(=O)NOCc3ccccc3)c(=O)n12	-0.4	-0.3	8	-1
O=C1CCNC(=O)c2[nH]c(Br)cc21	0.5	-0.3	12	0
CN1CCN(C(=O)c2cc3ccccc3c(=O)o2)CC1	0.2	0.0	12	-9
CCN(CC)C(=O)C1CCCN(Cc2ccc3c(c2)CN(Cc2cccs2)CCO3)C1 (stereo not given)	0.0	0.1	-3	4
O=C(Cn1cc([N+](=O)[O-])ccc1=O)N1CCCCCC1	1.0	-0.1	-7	0
C=CCN=C1NN=C(c2ccc(Cl)cc2)C(C)S1 (stereo not given)	-1.2	-0.1	-2	-67
Nc1sc2c(c1C(=O)c1cccs1)CCCC2	-0.8	-0.2	5	3
CCCc1nc2sc3c(=O)[nH]cnc3c2c2c1COC(C)(C)C2	-0.1	0.1	8	0
CCN(CC)C(=S)SCC(=O)Nc1ccc(OC)cc1	0.9	-0.1	16	4
CCCCSc1nnc2c(n1)OC(CC)Nc1ccc(Br)cc1-2 (stereo not given)	1.7	-0.1	-2	-11
COc1ccccc1N(CC(=O)N1CCN(c2ccccc2F)CC1)S(C)(=O)=O	0.0	-0.3	-8	-6
O=C(COc1ccccc1)NCc1cccc(CNC(=O)COc2ccccc2)c1	2.2	0.3	18	2

# (continued)
SMILES	GPR151 activ	FBW7 activator	MITF inh	TEAD-YAP block
C/C(CC(=O)Nc1ccc(Br)cc1)=N\NC(=O)C(=O)NCCO	1.6	-0.1	12	6
COc1ccc(CNc2nc(SCc3cc(C(C)=O)ccc3OC)nc3ccccc23)cc1	-0.8	-0.1	-2	-4
COc1ccc(C(C)N(C)CC(=O)N(C)C(C)c2ccc(OC)c(OC)c2)cc1OC (stereo not given)	0.4	-0.2	3	-1
CCOC(=O)N1CCC(n2c(SCc3cc(=O)n4cc(Br)ccc4n3)nc3ccsc3c2=O)CC1	2.6	0.0	6	-15
COc1cc(OC)c(S(=O)(=O)Nc2ncccc2C)cc1NC(C)=O	0.3	-0.1	1	6
CC1CCCCN1CCNC(=O)c1ccc(N2CCCC2=O)cc1 (stereo not given)	-0.3	0.9	-1	8
COc1ccc(-c2nccc(NCc3cccnc3)n2)cc1	-1.7	0.0	-14	-21
O=C(NCCc1ccccc1)/C(=C\c1cccc([N+](=O)[O-])c1)NC(=O)c1ccccc1	-0.7	0.0	0	-5
COc1ccc(Br)cc1/C=C1/NC(=O)N(CC(=O)Nc2cccc(C)c2)C1=O	0.7	0.2	6	-2
COc1cc(NC(=O)CCC2CCCCC2)cc(OC)c1OC	-0.4	0.1	6	-7
Cc1c(C(=O)N2CCCC(C)C2)sc2ncn(CC(=O)Nc3ccc(C(C)C)cc3)c(=O)c12 (stereo not given)	0.2	0.1	9	4
CCCn1c(N2CCN(C(=O)/C=C/C(=O)O)CC2)nc2ccccc21	0.1	0.1	5	4
O=C(c1cn(-c2ccc(Cl)c(Cl)c2)nn1)C1CC1	0.4	-0.1	-7	-10
O=C(c1cccc([N+](=O)[O-])c1)n1nc(-c2ccco2)nc1NCc1ccccc1	-0.9	-0.1	4	-15
O=C(Nc1ccc(Cl)cc1)Nc1ccccc1C(=O)Nc1ccccc1	-0.1	0.0	3	-2
O=C(NC(=S)NC1CCCCC1)c1ccco1	1.1	-0.1	18	-9
Cc1ccc(C2=NS(=O)(=O)N(C)C(C(=O)N3CCC(C)CC3)=C2)cc1	-1.4	0.1	-2	-1
O=S(=O)(c1ccccc1)N1CCN(Cc2cccc(Oc3ccccc3)c2)CC1	0.7	-0.1	10	3
Cc1csc(=[N+](C)C23CC4CC(CC(C4)C2)C3)o1	0.7	0.0	3	1
COc1ccc(NC(=Nc2nc(C)cc(C)n2)Nc2ccc(OC)cc2)cc1	-0.6	0.2	14	0

# More entries
SMILES	GPR151 activ	FBW7 activator	MITF inh	TEAD-YAP block
O=S(=O)(c1ccccc1)c1nc(-c2ccco2)oc1NCc1cccnc1	0.7	0.6	14	15
O=C(Nc1cc([N+](=O)[O-])ccc1O)Oc1ccccc1	-0.4	0.1	9	-4
COc1ccccc1Nc1cc(C)c2ccccc2n1	-1.0	0.2	16	-13
COc1ccc2c(C)nc(N3CCCC(C(=O)N4CCC(OC)CC4)C3)nc2c1 (stereo not given)	0.7	0.3	-5	-8
NC(=O)c1ccc(-c2cccc(C(=O)NCCCN3CCCC3=O)n2)cc1	-1.3	0.3	4	4
Cc1cc(C(=O)NN2CCN(C)CC2)ccc1[N+](=O)[O-]	-0.5	0.0	1	3
Cn1c(SCC(=O)Nc2ccc(N)cc2)nnc1-c1cccnc1	0.4	0.0	-3	-12
Cc1ccc(C)c(Cn2cnc3c(cnn3C)c2=O)c1	-1.0	-0.1	-5	-1
COCCCNC(=O)c1cc2c(=O)[nH]c3ccc(C)cc3c2s1	2.9	0.0	3	2
N#Cc1ccc(NC(=O)c2cc(-c3ccc(F)cc3)on2)cc1	3.1	-0.1	2	4
COc1ccccc1-c1cc(C(=O)N2CCCCC2C)no1 (stereo not given)	0.6	-0.1	4	-23
COC(=O)C1=CN(Cc2ccc(F)cc2)C=C(C(=O)OC)C1c1ccc(OCc2ccccc2)cc1	-0.6	0.1	3	7
O=C(O)c1ccc(S(=O)(=O)c2cccc(Cl)c2)c([N+](=O)[O-])c1	1.1	-0.1	-6	-1
N#C/C(=C\c1[nH]c2ccccc2c1O)C(N)=NCCc1ccccc1	0.9	-0.1	4	-8
Cc1ccc(NC(=O)CN2CCC(NC(=O)Cc3ccccc3)CC2)c(C)c1	0.4	0.2	0	3
COCCn1c(SCc2ccc(C(C)(C)C)cc2)nc2cc(C(=O)OC)ccc2c1=O	-1.7	-0.2	-14	-9
CC(C)NC(=O)N(Cc1cccnc1)C1CCN(Cc2ccccc2S(C)(=O)=O)CC1	0.9	-0.1	7	-2
O=c1c2cnn(-c3ccccc3)c2ncn1Cc1cccc2ccccc12	0.1	0.0	-11	-8

# Hits appear at their usual frequency; 3.4% or so of the library scored in one or more.
